# High-throughput results deposited in PubChem by several laboratories.
# TRPC4 potent: allosteric potentiators of mouse TRPC4 channel. AID 2227. B-score at 10 µM. Q9QUQ5. actives 0.42% (n = 310,000). HEK293 TRPC4beta/mu-opioid, DAMGO EC20, Fluo-4 Ca2+ flux; hits give high values;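 active = B-score of calcium response area above 5 SD of library B-scores, with initial fluorescence ratio within 5 SD of library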;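 also: B-score of integrated fluorescence ratio over time as area under calcium response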
# KCNQ1 inh: inhibitors of human KCNQ1 potassium channel | B-score at 10 µM | actives 1.3% (n = 310,000) | AID 2642 | CHO-K1 KCNQ1, FluxOR thallium flux fluorescence; hits give high values | P51787;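 active = compounds whose thallium flux B-score, printed positive for inhibition, exceeds three library SD while starting fluorescence stays within three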;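 also: channel opened by potassium depolarization with thallium stimulus after 20 min compound exposure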
# Target sequence (P51787 whole entry, looked up): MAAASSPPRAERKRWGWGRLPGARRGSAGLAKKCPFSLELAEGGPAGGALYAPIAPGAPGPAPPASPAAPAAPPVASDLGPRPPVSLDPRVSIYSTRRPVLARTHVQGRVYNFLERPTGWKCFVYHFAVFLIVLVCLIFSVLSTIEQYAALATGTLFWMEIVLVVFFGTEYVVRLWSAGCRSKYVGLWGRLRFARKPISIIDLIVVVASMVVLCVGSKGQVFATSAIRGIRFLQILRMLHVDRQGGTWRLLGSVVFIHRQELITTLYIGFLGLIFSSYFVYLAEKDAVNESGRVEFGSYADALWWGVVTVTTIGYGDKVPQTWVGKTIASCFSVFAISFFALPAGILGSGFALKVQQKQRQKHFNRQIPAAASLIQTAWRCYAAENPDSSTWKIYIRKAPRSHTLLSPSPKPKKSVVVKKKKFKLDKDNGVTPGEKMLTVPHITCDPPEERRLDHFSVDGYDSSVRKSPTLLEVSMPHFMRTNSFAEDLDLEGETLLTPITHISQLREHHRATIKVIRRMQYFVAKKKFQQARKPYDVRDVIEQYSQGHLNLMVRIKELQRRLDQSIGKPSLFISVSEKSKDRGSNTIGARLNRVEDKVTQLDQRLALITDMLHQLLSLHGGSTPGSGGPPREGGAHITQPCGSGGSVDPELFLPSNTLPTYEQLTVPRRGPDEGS
# Platelet DG rel: platelet dense granule release activity; human platelet-rich plasma, SFLLRN dense granule ATP release, luminescence; inhibition, %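 (compounds screened at 7.5 µM in platelet-rich plasma)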; actives 0.22% (n = 300,000); AID 1663;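 active = mean replicate score, as percent of positive control, at or above 50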
# Dyrk1A ADPGlo: inhibitors of rat Dyrk1A kinase. actives 0.43% (n = 310,000). inhibition, % at 12.5 µM. ADP-Glo luminescence, NFATc1 peptide; in the data active = inhibition above about 50%;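 also: plate controls were vehicle with enzyme for no effect and no enzyme for full effect; many of its hits are not listed in these tables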
# TRPC4 inh: TRPC4 (mouse) channel inhibition; Q9QUQ5; HEK293 TRPC4beta/mu-opioid, DAMGO-evoked Fluo4 calcium flux; hits give low values; B-score at 10 µM; actives 0.39% (n = 300,000);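 active = B-score over 3 SD under the library average, no early fluorescence shift, positive overall ratio signal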
#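 Assay system: TRPC4beta/mu-opioid receptor HEK293 cell line; compound dosing: single concentration per test compound; detection: Fluo4 Ca2+ flux fluorescence; evaluation: per-well B score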
# PolyA inhibitor: yeast polyadenylation inhibition; S. cerevisiae SKY197-pL101 polyadenylation reporter, beta-gal luminescence; efflux-impaired pdr1/pdr3 knockout yeast; score 100 = 6 SD above DMSO; calls only at 12 µM; actives 0.02% (n = 300,000);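 active = lowest replicate activity score at least 50, where 100 means six control SD above control mean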;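 also: yeast exposed to compound for 9 h at 30 °C; higher score means more reporter readthrough which indicates perturbed polyadenylation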
# KCNK9 inh: human KCNK9 channel inhibition; Q9NPC2; HEK293 KCNK9, FluxOR thallium flux fluorescence; hits give low values; B-score at 10 µM; actives 1.2% (n = 310,000); AID 488922;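 active = ratio B-score over 3 SD below the library mean, with starting fluorescence within 5 SD of its mean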;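 also: negative B-score means less thallium flux so channel inhibition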
# TRPC4 act: activators of mouse TRPC4 channel. Q9QUQ5. HEK293 TRPC4beta/mu-opioid, Fluo4 calcium fluorescence; hits give high values. B-score at 10 µM. actives 0.49% (n = 310,000). AID 2237;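 active = B-score above 5 SD of library B-scores, and initial fluorescence ratio not above library mean plus 5 SD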;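 also: positive B-score marks a calcium rise read as TRPC4 activation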
#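 System – HEK293 cells stably co-expressing mouse TRPC4beta and mu-opioid receptor · Signal – Fluo4 calcium-sensitive dye fluorescence, kinetic, 1 Hz baseline · Benchmarks – buffer (low) and maximal DAMGO (high) · Read-out – B score of integrated fluorescence ratio per well · Incubation – dye loading 45 min room temperature, 110 s kinetic read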
# KCNK3 block: human KCNK3 channel inhibition, primary screen; actives 0.84% (n = 340,000); AID 602410; B-score at 10 µM; CHO-KCNK3 thallium flux, FluxOR fluorescence; hits give low values;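 active = B-score under library mean minus 4 SD, starting fluorescence ratio at most library mean plus 5 SD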;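 also: more negative B-score means stronger inhibition of thallium flux through KCNK3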
# Target sequence (O14649 whole entry, looked up): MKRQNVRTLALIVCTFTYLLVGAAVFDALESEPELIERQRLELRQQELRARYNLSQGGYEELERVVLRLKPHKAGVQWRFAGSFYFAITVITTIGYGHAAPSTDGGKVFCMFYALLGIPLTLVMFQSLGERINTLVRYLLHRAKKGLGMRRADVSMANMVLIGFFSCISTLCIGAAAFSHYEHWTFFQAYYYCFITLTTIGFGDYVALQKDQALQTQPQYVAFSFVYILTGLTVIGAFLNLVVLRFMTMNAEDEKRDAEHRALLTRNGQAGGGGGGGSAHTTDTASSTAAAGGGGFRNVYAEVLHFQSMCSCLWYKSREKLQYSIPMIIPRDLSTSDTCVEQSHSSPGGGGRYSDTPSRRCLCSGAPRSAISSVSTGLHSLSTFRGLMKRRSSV
# hERG rescue: shields human hERG channel from block by proarrhythmic agents; CHO-hERG, FluxOR thallium flux, dofetilide IC70 present; Q12809; actives 0.51% (n = 310,000); AID 1511; activation (rescue from dofetilide block), less the hit threshold, % at 10 µM;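 active = activation above the mean of controls blocked by dofetilide plus 5 SD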;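 also: thallium influx through hERG after potassium depolarization seen as dye fluorescence rise; in these data hits start at about 4.7%; inactives centre near -7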
# KCNQ1 pot: human KCNQ1 channel potentiation or activation; B-score at 10 µM; CHO-K1 KCNQ1, thallium flux FluxOR fluorescence; hits give high values; P51787; actives 0.35% (n = 310,000);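 active = fluorescence ratio B-score, a plate-corrected score, at least three library SD, with initial intensity B-score within 5 SD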
#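 Assay system: stable KCNQ1 CHO-K1 line; medium: assay buffer, equal DMSO in all wells; timing: 90 min dye loading and 20 min compound exposure, both at room temperature; technique: kinetic FluxOR thallium fluorescence, 10-s 1-Hz baseline, 110-s post-stimulus read; read-out basis: B score of baseline-normalized fluorescence ratio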
# Numbers without * were called inactive; i = inactive; . = no result given. The list is partial; rates above refer to the full screens.
SMILES,TRPC4 potent,KCNQ1 inh,Platelet DG rel,Dyrk1A ADPGlo,TRPC4 inh,PolyA inhibitor,KCNK9 inh,TRPC4 act,KCNK3 block,hERG rescue,KCNQ1 pot
Cc1cccn2c(=O)c3cc(C(=O)NC4CCCCC4C)n(C)c3nc12 (centres undefined),i,i,-0.5,-2.1,i,i,i,i,i,-4.0,i
COC(=O)c1c(NC(=O)C2COc3ccccc3O2)sc2c1CCN(C(C)=O)C2 (centres undefined),i,i,1.1,9.1,i,i,i,i,i,-9.2,i
CC(C)OC(=O)CSc1nnc(Cc2ccccc2)n1C,i,i,4.6,10.1,i,i,i,i,i,-10.2,i
COc1ccc(OC)c(NC(=O)CN(Cc2ccc(F)cc2)C2CCCCC2)c1,i,i,3.6,-4.0,i,i,-14.4*,i,-8.81*,-19.4,i
CCCc1ccc(S(=O)(=O)N2CCN(Cc3ccco3)CC2)cc1,i,i,-31.3,-1.5,i,i,i,i,i,-4.6,i
CC1CCCC(NC(=O)CN(C)S(=O)(=O)c2cccc3cccnc23)C1C (centres undefined),i,i,9.8,1.8,i,i,i,i,i,-2.1,i
CCCCn1c(NCc2ccc(N(C)C)cc2)nc2ccccc21,i,i,-2.6,1.0,-6*,i,i,i,i,-10.8,i
Cc1cc(NC(=O)CSc2nc3c(C)cccc3cc2C)no1,i,i,-0.3,-6.7,i,i,i,i,i,-0.9,i
COc1ccc(S(=O)(=O)N2CCC(C(=O)NCCC(=O)NCc3cccc(OC)c3)CC2)cc1,i,i,-0.2,1.2,i,i,i,i,i,-10.2,i
COc1ccc(OCCn2c(C)c(/C=N/n3cnnc3)c3ccccc32)cc1,i,i,2.6,0.7,i,i,i,i,i,-11.1,i
CCOc1ncccc1C(=O)OCC(=O)Nc1c(C)cc(C)cc1C,i,i,-1.0,4.8,i,i,i,i,i,-8.7,i
O=C(C1CCC(=O)N(C2CCCC2)C1)N1CCC(Oc2cccc(F)c2)CC1 (centres undefined),i,i,-2.4,0.7,i,i,i,i,i,-3.3,i
OCC(CO)(CO)N=Cc1cc(Br)ccc1O,i,i,-3.0,1.7,i,i,i,i,i,-8.0,i
COc1ccc(-n2nc3cc(C)c(NC(=S)NC(=O)c4ccccc4C)cc3n2)cc1,i,i,5.3,0.0,i,i,i,i,i,-6.6,i
CCn1c(SCC(=O)n2nc(C)cc2C)nnc1-c1ccc2c(c1)OCO2,i,i,1.7,1.5,i,i,i,i,i,-12.9,i
CCN(CC)C(=O)CCCc1c[nH]c2ccccc12,i,i,6.9,-0.4,i,i,i,i,i,2.3,i
CCOC(=O)c1ccc(NC(=O)c2ccc3c(c2)C(=O)N(Cc2cccnc2)C3=O)cc1,i,i,-5.2,-3.7,i,i,i,i,i,-6.3,i
CCOC(=O)c1cnc2ccc(C)cc2c1N(C)Cc1ccccc1,i,i,2.6,28.9,i,i,i,i,i,-5.7,i
Cn1c(=O)c2c(nc(OCc3ccc4c(c3)OCO4)n2Cc2ccccc2Cl)n(C)c1=O,i,i,6.1,-1.4,i,i,i,i,i,-6.2,i
Cc1ccc(N2CC(C(=O)NCc3cccs3)CC2=O)cc1 (centres undefined),i,i,-3.4,.,i,i,i,i,i,-6.1,i
Cc1nn(C)c(C(=O)NNC(=S)NCc2ccccc2)c1Cl,i,i,-5.1,1.9,i,i,i,i,i,-10.0,i
COc1ccc(C(=O)Nc2ccc(NC(=O)c3ccccc3F)cn2)cc1,i,i,18.3,-1.3,i,i,i,i,i,-1.9,i
Cc1nn(CC(=O)N2CCN(c3ccccc3)CC2)c(C)c1[N+](=O)[O-],i,i,3.4,0.1,i,i,i,i,i,-8.2,i
CC(C)n1cc(CN2CCCC(CO)(Cc3cccc(Cl)c3)C2)cn1 (centres undefined),i,i,2.9,.,i,i,i,i,i,-6.8,i
Oc1oc(-c2ccccc2)nc1/C=N/c1ccccn1,i,i,2.6,-0.3,i,i,i,i,i,-3.6,i
COCCCn1c(=N)c(C(N)=S)cc2c(=O)n3cccc(C)c3nc21,i,i,-1.2,5.4,i,i,i,i,i,-14.1,i
Cc1ccc(S(=O)(=O)N2CCN(c3ccc(S(=O)(=O)N4CCOCC4)cn3)CC2)cc1,i,i,-35.7,-10.3,i,i,i,i,i,-5.8,i
COc1ncccc1C(=O)N1CCCC(C(=O)c2cccc(OC(C)C)c2)C1 (centres undefined),i,i,1.4,.,i,i,i,i,i,-9.9,i
O=C(CSCc1c(Cl)cccc1Cl)Nc1ccccc1C(=O)N1CCOCC1,i,i,9.1,-28.7,i,i,i,i,i,-13.0,i
COc1ccccc1NC(=O)N1CCn2c(nc3ccccc32)C1,i,i,-0.6,-9.1,i,i,i,i,i,-4.7,i
CCC1COCCS(=O)(=O)N1Cc1cccc(Cl)c1 (centres undefined),i,i,-1.9,-0.4,i,i,i,i,i,-1.8,i
COc1ccc(-c2csc(-n3ncc(C(=O)O)c3C(F)(F)F)n2)cc1,i,i,-0.8,26.6,i,i,i,i,i,-4.1,i
COc1ccc(N2CCN(C(=O)Cc3ccc(Cl)cc3)CC2)cc1,i,i,1.3,-3.4,i,i,i,i,i,-0.8,i
Cc1ccc(NC(=S)NCc2ccc3c(c2)OCO3)cc1,i,i,-1.3,2.0,i,i,i,i,i,-7.2,i
Cc1ccc(NC(=O)c2cccc(C(=O)Nc3ccc(C)c(C)c3)n2)cc1C,i,8*,2.4,-2.9,i,i,i,i,i,-12.2,i
COc1cc2c(cc1OC)CN(C(=O)C1CCC(=O)N(CCCN3CCOCC3)C1)CC2 (centres undefined),i,i,0.9,-0.6,i,i,i,i,i,-5.7,i
CCOc1ccc2nc3sc(C(=O)N4CCOCC4)c(N)c3cc2c1,i,i,2.5,-0.4,i,i,i,i,i,-7.6,i
C=CCc1ccc(OCCOCCOc2cccc3cccnc23)c(OC)c1,i,i,1.9,1.0,i,i,i,i,i,-15.4,i
O=C(c1cccc(Oc2c(Cl)cccc2[N+](=O)[O-])c1)N1CCOCC1,i,i,17.6,35.4,i,i,i,i,i,-3.5,i
O=C(NC(=S)Nc1ccc(CN2CCOCC2)cc1)c1ccc(-c2ccc(Br)cc2)o1,i,i,-4.8,.,i,i,i,i,.,-16.4,i
COc1cccc(NC(=S)Nc2cc(C(=O)O)ccc2N2CC3CC(C2)c2cccc(=O)n2C3)c1 (centres undefined),i,i,-1.3,-0.2,i,i,i,i,i,-10.8,i
COC(=O)CNC(=O)CSc1nc(N)cc(=O)[nH]1,i,i,7.8,-1.8,i,i,i,i,i,-6.0,i
Cc1cc(C)nc(SCc2ccc(Cl)cc2)n1,i,i,3.1,-3.5,i,i,i,i,i,-6.1,i
NC(=O)NC(=O)C(OC(=O)CCNS(=O)(=O)c1ccccc1)c1ccccc1 (centres undefined),i,i,9.3,-1.7,i,i,i,i,i,-6.9,i
O=C(N/N=C/c1ccco1)C(O)c1ccccc1 (centres undefined),i,i,3.4,1.9,i,i,i,i,i,-3.8,i
COC(=O)C1C(=O)c2c(C)noc2CC1(C)C (centres undefined),i,i,-5.3,9.0,i,i,i,i,i,-5.9,i
Cc1ccsc1/C=c1\sc2ncnn2c1=O,i,i,2.8,1.1,i,i,i,i,i,-8.9,i
CC(=O)NCCC(=O)N1CCCC(CNC(=O)c2ccc(-c3ccccc3)cc2)C1 (centres undefined),i,i,-6.3,3.9,i,i,i,i,i,-9.9,i
CC(C)(C)n1nnnc1C(c1ccncc1)N(Cc1ccccc1)Cc1ccco1 (centres undefined),10*,i,1.9,7.9,i,i,i,i,i,-12.6,i
CCCCNC1=C(Br)C(=O)CC(C)(C)C1,i,i,-11.8,3.8,i,i,i,i,i,-8.1,i
Cc1ccc(S(N)(=O)=O)c(C)c1-n1cnnn1,i,i,-1.8,-3.8,i,i,i,i,i,-9.3,i
CCCC(=O)NCCc1nc2cc([N+](=O)[O-])ccc2n1C,i,i,5.2,1.6,i,i,i,i,i,-7.7,i
COc1ccccc1-n1cc(CN2CCCC(CO)(Cc3cccc(Cl)c3)C2)cn1 (centres undefined),i,i,7.1,-0.9,-5*,i,i,i,i,-13.8,i
CN(C)C(CNC(=O)c1cccc(C(F)(F)F)c1)c1ccco1 (centres undefined),i,i,-35.1,-6.1,i,i,i,i,i,-4.3,i
C=CCSc1nccc(-c2nn(-c3ccc(C)cc3)ccc2=O)n1,i,i,7.9,-4.1,i,i,i,i,i,-5.7,i
CCOC(=O)CCCNC(=O)COC(=O)c1cc(C)cc(C)c1,i,i,-0.9,-0.9,i,i,i,i,i,-0.6,i
Cc1cc(C)nc(SCC(=O)Nc2ccnc3ccccc23)n1,i,6*,3.7,-2.9,i,i,i,i,i,-16.6,i
CCC(=O)N1CCN(c2nc(C)nc3sc(C)c(C)c23)CC1,i,i,-4.8,5.4,i,i,i,i,i,-4.1,i
CC1CN(S(=O)(=O)c2cccc(C(F)(F)F)c2)C(C)N1C(=O)N1CCOCC1 (centres undefined),i,i,-14.2,-0.6,i,i,i,i,i,-6.3,i
C=CC[C@]12C=C(OC)C(=O)C(OC)=C1O[C@@H](c1ccc3c(c1)OCO3)[C@H]2C,i,i,-2.3,2.4,i,i,i,i,i,-3.7,i
# (further entries)
SMILES,TRPC4 potent,KCNQ1 inh,Platelet DG rel,Dyrk1A ADPGlo,TRPC4 inh,PolyA inhibitor,KCNK9 inh,TRPC4 act,KCNK3 block,hERG rescue,KCNQ1 pot
O=C(Cc1ccc(NC2=NC3CS(=O)(=O)CC3S2)cc1)NCc1ccc(Cl)cc1 (centres undefined),i,i,-3.4,0.0,i,i,i,i,i,-2.4,i
NC1=NC(=O)C(Cc2cc(Cl)ccc2Cl)S1 (centres undefined),i,i,-0.7,-3.9,i,i,i,i,i,-11.3,i
CCOC(=O)c1c(NC(C)=O)no[n+]1[O-],i,i,-3.3,5.4,i,i,i,i,i,0.3,i
NC(=O)C1CC(=O)N(c2ccc(OCc3c(Cl)cccc3Cl)cc2)C1 (centres undefined),i,i,-2.9,3.4,i,i,i,i,i,-12.0,i
COc1ccc(OCC(Cn2cnc3ccccc32)OC(C)=O)cc1 (centres undefined),i,i,-1.1,.,i,i,i,i,i,-3.5,i
NC(=O)SCC(=O)Nc1cccc(Cl)c1,i,i,4.3,4.0,i,i,-10.3*,i,i,0.0,i
